PP5 primary: inhibitors of human protein phosphatase 5 (PP5) | P53041 | purified PP5c, OMFP substrate fluorescence | inhibition, % at 6.7 µM | 320,000 tested, 0.18% active | AID 1987;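 active = inhibition above the campaign's mean inhibition across all tested compounds plus 3 SD, cut at about 9.5% in these data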;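 note: 0% = DMSO only and 100% = 100 µM cantharidin control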
VLA-4 inh: inhibition in a human VLA-4 binding assay. inhibition, % (about 7 µM as worked out from the volumes in the protocol). AID 2557. 330,000 tested, 0.2% active. VLA-4 expressing cells, ligand binding flow cytometry. P13612; in the data active = inhibition above about 50%
GRK2 aptamer HTS: blocks RNA aptamer binding to human GRK2. P25098. bead flow cytometry, FAM-aptamer displacement from GRK2. inhibition of aptamer binding, % at 10 µM. 330,000 tested, 0.59% active. AID 488847;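 active = inhibition of aptamer binding above 40%, roughly 3 SD of noise, on plates passing a quality check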;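 note: median bead fluorescence of bound FAM aptamer so fluorescent compounds give negative values; no value below 0 was filed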
Target sequence (P25098 whole entry, looked up): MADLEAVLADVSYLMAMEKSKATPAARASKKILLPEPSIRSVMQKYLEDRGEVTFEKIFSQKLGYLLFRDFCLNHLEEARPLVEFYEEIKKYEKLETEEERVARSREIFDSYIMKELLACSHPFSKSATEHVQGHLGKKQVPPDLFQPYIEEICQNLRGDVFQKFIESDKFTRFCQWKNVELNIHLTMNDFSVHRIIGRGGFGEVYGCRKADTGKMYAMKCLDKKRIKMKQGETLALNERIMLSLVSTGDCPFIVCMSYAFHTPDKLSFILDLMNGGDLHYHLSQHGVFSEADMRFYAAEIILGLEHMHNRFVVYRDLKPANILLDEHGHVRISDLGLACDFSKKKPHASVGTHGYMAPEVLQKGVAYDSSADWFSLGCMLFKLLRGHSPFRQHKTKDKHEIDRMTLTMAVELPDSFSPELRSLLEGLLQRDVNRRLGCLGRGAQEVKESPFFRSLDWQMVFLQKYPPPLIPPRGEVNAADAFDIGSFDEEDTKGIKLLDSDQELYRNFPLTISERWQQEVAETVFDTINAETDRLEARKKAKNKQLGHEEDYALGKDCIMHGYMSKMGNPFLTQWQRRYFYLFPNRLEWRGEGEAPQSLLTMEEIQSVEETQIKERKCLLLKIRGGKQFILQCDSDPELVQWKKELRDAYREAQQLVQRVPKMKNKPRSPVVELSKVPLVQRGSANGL
procasp7 counter: counter-screen: procaspase-7 (human) activation | recombinant procaspase-7, Ac-DEVD-pNA absorbance 405 nm; D23A/D198A/D206A triple mutant, cannot self-cleave; scale: DMSO 0, 5 µM enzyme 100 | activation, % at 8.5 µM | 330,000 tested, 0.093% active | AID 463210;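 active = percent activation above the screen-wide mean plus 3 SD, cut at about 25% in these data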
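buffer or medium = Zinc-free HEPES/NaCl buffer, pH 7.4 | material = Procaspase-7 triple mutant (PC-7 D3A) | input = 2 µM procaspase-7 mutant as dispensed | signal = Epi-absorbance of released pNA at 405 nm, two timepoints | timing = 1 h preincubation, 2 h reaction | replicates = singlicate compound testing | evaluation = % activation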
proCasp3 act: procaspase-3 (human) activation. P42574. recombinant procaspase-3 D3A, Ac-DEVD-pNA absorbance 405 nm. activation, % at 8.5 µM. 330,000 tested, 0.11% active;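 active = activation above the mean of all tested compounds plus 3 SD, cut at about 21% in these data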;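 note: 0% = DMSO alone and 100% = DMSO wells spiked with extra 5 µM PC-3 D3A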
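Assay system – Procaspase-3 D3A mutant, all three cleavage aspartates alanine · Controls – DMSO-only low control, 5 µM PC-3 D3A high control · Schedule – 1 h compound preincubation, 2 h substrate hydrolysis at 25 °C · Signal – 405 nm absorbance of p-nitroaniline, reads at 0 and 120 min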
HCV core dimer: blocks dimerization of HCV core protein | 300,000 tested, 0.33% active | inhibition, % at 5 µM | TR-FRET GST/Flag-core106 dimerization, 1536-well;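 active = inhibition above the mean of all tested compounds plus 3 SD, set per screening campaign, cut at about 45% in these data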
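System: GST-tagged and Flag-tagged HCV core protein residues 1-106 / Input: core106 proteins, GST 13.5 nM and Flag 17 nM / Buffer or medium: KF-containing HEPES buffer, pH 7.45, DTT, CHAPS, BSA / Probe or stimulus: Eu-anti-GST and XL665-anti-Flag labelled anti-tag antibodies / Schedule: 4 h, 22.5 °C incubation / Technique: TR-FRET 671 and 617 nm emission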
PP1 inh: counter-screen for PP5 inhibitors: inhibitors of human PP1-alpha | P62136 | purified PP1alpha, OMFP fluorescence | inhibition, % at 6.7 µM | 320,000 tested, 0.9% active | AID 2235;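 active = inhibition above the mean inhibition of all tested compounds plus 3 SD, computed separately for each screening campaign, cut at about 15% in these data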
Target sequence (P62136 whole entry, looked up): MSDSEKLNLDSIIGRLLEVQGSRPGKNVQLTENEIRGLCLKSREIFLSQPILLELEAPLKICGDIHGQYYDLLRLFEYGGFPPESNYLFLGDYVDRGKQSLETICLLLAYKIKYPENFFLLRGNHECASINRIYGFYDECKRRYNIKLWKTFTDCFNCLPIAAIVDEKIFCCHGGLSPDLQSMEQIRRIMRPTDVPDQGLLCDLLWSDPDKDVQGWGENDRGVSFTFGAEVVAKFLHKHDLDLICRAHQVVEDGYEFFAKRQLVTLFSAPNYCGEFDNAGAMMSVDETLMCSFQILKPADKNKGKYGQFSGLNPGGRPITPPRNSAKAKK
Fh CTSL1 inh: counter-screen for PFM18AAP inhibitors: inhibitors of F. hepatica cathepsin L1; 300,000 tested, 0.49% active; AID 1906; recombinant F. hepatica cathepsin L1, Z-Leu-Arg-MCA fluorescence; inhibition, % at 5.96 µM;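 active = inhibition above the mean of all tested compounds plus 3 SD, set per screening campaign, cut at about 17% in these data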;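 note: 0% = plate median of test compound wells and 100% = 1 µM Z-Phe-Ala-diazomethylketone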
GASC-1 inh: blocks human GASC-1 demethylase activity; 330,000 tested, 0.069% active; Q9H3R0; AID 2099; GST-JMJD2C(1-420) H3K9me3 demethylation, DELFIA europium; inhibition, % at 2.35 µM;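 active = more than half of a compound's replicate wells show inhibition beyond 50%, single wells judged on their own value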;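 note: signal counts dimethyl H3K9 product captured on neutravidin plate; 0% = median of DMSO wells and 100% = 0.3 times that DMSO median; strong numbers were not always called active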
Numbers without * were called inactive; / = not tested or not shown.

SMILES	PP5 primary	VLA-4 inh	GRK2 aptamer HTS	procasp7 counter	proCasp3 act	HCV core dimer	PP1 inh	Fh CTSL1 inh	GASC-1 inh
COCCCNC(=O)CN(c1cc([N+](=O)[O-])ccc1OC)S(C)(=O)=O	3.6	25	1	5	2	-5	0	0	10
CC1(C)C2CCC1(C)C(OC(=O)C[n+]1ccccc1N)C2 (stereo not given)	-1.0	8	3	1	3	-4	-3	-5	-2
COc1ccc(-c2csc3ncnc(N4CCN(c5ccc(OC)cc5)CC4)c23)cc1	2.0	0	6	1	-2	5	2	2	0
Cc1ccc(C)c(NC(=O)C(OC(=O)c2ccc(NC(=O)CC#N)cc2)c2ccccc2)c1 (stereo not given)	2.7	-11	2	-8	7	29	9	-4	-4
COc1ccc(CC(=O)Nc2nccs2)cc1S(=O)(=O)N1CCOCC1	/	-8	1	-4	7	/	/	/	-7
Nc1c(C(O)(C(F)(F)F)C(F)(F)F)cc(C(O)(C(F)(F)F)C(F)(F)F)c2ccccc12	13*	2	0	3	2	-6	9	4	-30
Cc1cccc(NC(=O)CCSc2nnc(Cc3ccccc3)o2)c1	5.2	-5	3	-6	7	-9	3	4	-1
CCOC(=O)C(=N/O)/C(C)=N/NC(=O)C(=O)Nc1ccc(Cl)cc1	-0.7	-8	0	1	-4	-5	-2	6	21
NS(=O)(=O)c1ccc(CNC(=O)NC2(c3ccccc3)CC2)cc1	-2.2	7	7	1	4	-1	-3	1	-5
Cc1cccc(-c2ccc3ncnc(NCc4cccs4)c3c2)c1	2.3	-4	3	7	-4	/	2	/	-9
COc1ccc(OC)c(CNC(=O)c2nn(C)c3c2CS(=O)(=O)c2ccccc2-3)c1	-0.8	12	0	5	6	-1	-1	0	8
FCCCOc1ccc(/C=N/OCc2c(Cl)cccc2Cl)cc1	-1.6	-1	0	11	-2	-4	0	0	2
Cc1nn(C)c(C)c1Nc1ccc(N2C(=O)C3CC=CCC3C2=O)cc1[N+](=O)[O-] (stereo not given)	-0.7	-1	0	2	-6	-3	-1	2	-1
COc1ccc(/C=C2\SC(N3CCc4ccccc4C3)=NC2=O)cc1	-3.0	-6	2	6	-1	20	4	4	4
O=C(NCCO)/C(=C\c1ccc(Br)cc1)NC(=O)c1cccs1	1.6	6	0	-5	-4	4	-2	-1	15
O=[N+]([O-])c1cc([N+](=O)[O-])c(Oc2cccc(Cl)c2Cl)cc1NN1CCCCC1	-6.0	5	0	-2	3	-1	5	-3	-27
Cn1c(=O)c2c(nc(CN3CCN(C(=O)c4ccco4)CC3)n2Cc2ccc(F)cc2)n(C)c1=O	4.6	-6	3	0	-1	-2	-2	-3	-5
CCO[C@@H]1OC(C(=O)NCc2nc3ccccc3[nH]2)=C[C@H](c2csc3ccccc23)[C@H]1CCCO	3.0	14	2	-3	-11	11	-1	0	5
CC(C)c1ccc(N(C(=O)c2ccco2)C(C(=O)NC2CCCC2)c2ccncc2)cc1 (stereo not given)	3.1	11	1	-3	8	5	1	2	-1
CCC(=O)Nc1sc(C(=O)N2CCCCC2)c(C)c1C#N	1.6	11	1	-7	1	-4	-3	-6	-1
CCc1nccn1CCC(=O)N1CCCC(N2CCN(c3ccccc3C)CC2)C1 (stereo not given)	2.2	3	0	0	5	-11	-8	-2	1
CN(C)/C=N/C(=S)Nc1ccc(Cl)cc1Cl	-1.0	0	3	3	-5	-2	-4	-3	3
O=C(c1nc2ncccn2n1)N1CCN(c2ccccc2)CC1	-5.8	-9	1	-2	2	1	1	3	-16
Cc1cccc(NC(=O)c2nc[nH]c2C(=O)N[C@@H](C)c2ccccc2)c1	3.8	26	3	17	3	/	1	/	-1
Cc1cccc(-c2ocnc2C(=O)Nc2ccccc2NC(=O)c2ccccn2)c1	2.7	-1	4	1	5	12	-3	10	-2
Cc1ccc(S(=O)(=O)NCC(=O)NCc2cc(=O)n(C)c(=O)n2C)cc1C	0.3	9	0	9	2	0	-1	1	9
COCCN(C(=O)Cn1nnc2ccccc21)C(C(=O)NC1CCCCC1)c1ccc(OC)cc1OC (stereo not given)	1.6	-6	4	-7	-3	-7	-5	-6	3
C#CCOCCOCCOCCNc1nc(N2CCN(C(=O)CCCCCCCCCCNC(=O)[C@@H](CCC(=O)O)n3cc(CCCCCN)nn3)CC2)nc(N2CCN(C(=O)CCCCCCCCCCNC(=O)[C@H]([C@@H](C)CC)n3cc(CCCCCN)nn3)CC2)n1	0.7	8	3	-5	-3	-10	13	4	/
CC(/C=N\NC(=O)CN1CCN(S(=O)(=O)c2ccc(C)cc2)CC1)=C\c1ccccc1	1.3	7	2	0	3	3	2	3	-3
O=C(Cc1ccc(S(=O)(=O)N2CCOCC2)s1)Nc1ccccc1Br	-1.7	3	2	0	-1	1	2	2	0
CN(C)CC[n+]1ccc(C(=O)c2ccccc2)cc1	0.0	1	0	4	-15	0	-3	3	-7
CC(C)NCC(O)COc1cccc2[nH]ccc12 (stereo not given)	-0.5	23	0	-9	-10	-3	0	-2	/
CCCCNC(=O)Nc1nnc(C(C)(C)C)s1	-0.1	-4	2	7	7	-1	-1	-2	-2
CCCCCCCCCCC[N+](C)(C)CC/C=C1/c2ccccc2Sc2ccc(Cl)cc21	5.3	-50	0	1	-7	-5	39*	-1	3
Oc1c(I)cc(I)c2cccnc12	-0.6	-8	1	0	7	3	3	-5	-20
COc1ccccc1COCC(O)CN(Cc1ccco1)Cc1ccccc1O (stereo not given)	-0.6	10	2	2	3	4	-1	2	-6
Cc1onc(-c2ccccc2)c1C(=O)N1CCC(CO)(Cc2ccccc2)CC1	2.7	19	0	2	7	-11	-2	-2	3
c1ccc(-c2cc3ccccc3[nH]2)cc1	2.6	4	0	-12	-3	8	2	5	8
CCOc1ccccc1NC(=O)c1cnc(NS(=O)(=O)c2ccccc2)nc1	-1.8	4	2	6	1	11	-6	-1	1
CC(C)(C)NC(=O)C(Cc1ccccc1)NS(=O)(=O)c1ccc2c(c1)CCC(=O)N2 (stereo not given)	3.4	9	2	9	1	-2	0	-3	1
Oc1cccc(Nc2ccccc2)c1	0.8	13	3	-10	0	/	-3	/	11
CC(NC(=O)c1cc(S(=O)(=O)N2CCCC2)ccc1Cl)c1ccccn1 (stereo not given)	-4.4	10	0	7	-2	/	3	/	24
C/C(CC(=O)Nc1ccccn1)=N\NC(=O)c1ccc(C)cc1	3.7	-16	0	-14	-2	3	0	-1	6
O=C(Nc1ccccn1)C(=O)N1CCCCC1	3.5	8	1	-6	2	-3	-1	-2	27
CN(C)c1ccc(NC(=O)CSc2nnc(-c3cnccn3)n2C)cc1	0.9	9	1	4	-4	-23	-3	-2	0
CCc1cccc2c(C(=O)COC(=O)C3=NNC(=O)CC3)c[nH]c12	-0.8	38	0	8	4	6	-4	-1	2
CCN(CC(=O)NCc1ccc(F)cc1)CC(=O)Nc1ccc(Br)cc1F	/	-19	2	-5	4	/	/	/	9
COc1ccc(C(=O)Nc2ccc(C)cc2C(=O)c2ccccc2)cc1	3.8	4	0	12	-5	10	9	0	6
Cc1nc(N2CCN(C(=O)c3ccco3)CC2)nc2c1C(=O)CC(C)C2 (stereo not given)	-1.1	10	0	7	3	1	1	3	-15
COc1cc([C@@H]2CC=C(C(=O)O)[C@H](c3ccccc3F)N2S(=O)(=O)c2ccc(C)cc2)cc(OC)c1OC	0.6	21	0	4	4	-9	-2	0	1

Next section:
SMILES	PP5 primary	VLA-4 inh	GRK2 aptamer HTS	procasp7 counter	proCasp3 act	HCV core dimer	PP1 inh	Fh CTSL1 inh	GASC-1 inh
Cc1cn(CC(=O)c2ccccc2)c2ccccc12	0.4	8	0	8	-5	2	-3	2	7
CN(c1ccccc1)S(=O)(=O)c1ccc(NC(=O)C2CCCCC2C(=O)O)cc1 (stereo not given)	2.2	-3	0	3	-6	7	-3	0	-7
O=C(CCCCCNc1nc(=S)[nH]c2ccccc12)N1CCN(c2ccccn2)CC1	0.1	-7	4	1	-5	4	-2	-1	35
COc1ccc(CN(C)C2CCN(C)CC2)cc1OC	1.1	-3	1	0	10	-4	0	2	-5
Cc1c(Cl)c([N+](=O)[O-])nn1CC(=O)N1CCCC1	0.3	-1	2	-1	4	4	-2	-7	37
CC(C)CC(Nc1ncnc2scc(-c3ccccc3)c12)C(=O)O (stereo not given)	0.6	20	0	-5	-2	-3	2	5	-11
COc1ccc(NC(=O)CSc2nnc(CCC(=O)Nc3ccc(C)c(Cl)c3)n2C)cc1	-0.2	3	0	-4	5	1	-2	3	-12
O=C1C2CCCN2c2ccc(S(=O)(=O)N3CCOCC3)cc2N1Cc1ccccc1F (stereo not given)	1.1	-4	1	-6	4	43	6	2	4
Cc1ccc(C(=O)N/C(=C\c2ccc(-c3cc(Cl)ccc3Cl)o2)C(=O)NCc2cccnc2)cc1	1.7	6	1	11	8	29	18*	1	-7
O=S(=O)(c1ccc(NC(=S)Nc2ccc(OC(F)F)cc2)cc1)N1CCOCC1	1.1	-3	0	-4	16	-3	-4	4	5
CC(=O)c1ccc(NC(=S)Nc2cccc3cnccc23)cc1	-3.4	-8	3	-5	-4	4	-5	1	5
COCCn1c(SCC(=O)c2[nH]c(C)c(C(C)=O)c2C)nc2ccccc21	6.2	-6	0	5	4	-1	-2	0	-4
C=CCn1c(SCC(=O)NCc2ccccc2)nnc1-c1ccccc1O	-3.7	7	0	-5	7	-4	-3	-3	19
CCN(CC)S(=O)(=O)c1ccc(NC2c3ccccc3C(=O)N2Cc2ccc3c(c2)OCO3)cc1 (stereo not given)	-0.4	-2	5	12	-2	23	3	2	-1
CCc1ccc2c(CN3CCOCC3)cc(=O)oc2c1	0.5	0	2	1	0	0	-1	-3	0
CCOC(=O)c1ccc(NC(=O)NCc2ccccn2)cc1	2.3	-8	0	5	-6	4	-3	-1	-5
O=S1(=O)CCO[C@H]2Cc3ccccc3[C@H]2N1Cc1ccccc1F	5.5	28	0	-2	6	-10	0	0	23
Cc1c(C2C(C#N)=C(N)OC3=C2C(=O)CCC3)cnn1C (stereo not given)	0.3	-1	0	-8	-4	-15	0	-3	0
CCn1c(=S)sc2c(=O)n(-c3ccccc3)c(SC)nc21	-0.4	-3	1	1	2	4	1	3	-1
CCN1C(=O)[C@H]2[C@@H](c3ccc(C)cc3)N3C(=O)N(c4ccc(C)cc4)C(=O)[C@@]3(Cc3ccc(Cl)cc3)[C@H]2C1=O	1.5	-12	3	2	4	-3	5	-3	-12

Exported as labelled records: part of the list above.
CCc1ccc2c(CN3CCOCC3)cc(=O)oc2c1
  PP5 primary = 0.5	VLA-4 inh = 0	GRK2 aptamer HTS = 2	procasp7 counter = 1	proCasp3 act = 0	HCV core dimer = 0	PP1 inh = -1	Fh CTSL1 inh = -3	GASC-1 inh = 0
CCOC(=O)c1ccc(NC(=O)NCc2ccccn2)cc1
  PP5 primary = 2.3	VLA-4 inh = -8	GRK2 aptamer HTS = 0	procasp7 counter = 5	proCasp3 act = -6	HCV core dimer = 4	PP1 inh = -3	Fh CTSL1 inh = -1	GASC-1 inh = -5

Assay outcomes: PubChem, several laboratories
